Assay outcomes (PubChem BioAssay)
CCHFV vOTU inh: CCHFV vOTU protease inhibitors, primary screen, biochemical, Pep-AMC substrate, fluorescence. inhibition, % at 11.5 µM. 370,000 tested, 0.55% active. AID 651958, 2012; in the data active = inhibition above about 30%; also: 0% = vehicle wells with enzyme and 100% = no enzyme wells
Anthrax LF prot: Bacillus anthracis LF protease inhibitors, primary screen, biochemical, multiplex microsphere, MLPCN library. multiplex microsphere protease cleavage assay. Lethal factor (Bacillus anthracis), P15917. 360,000 tested, 0.12% active. inhibition, % at 10 µM; also: plate controls were buffer without enzyme for full effect and enzyme alone for no effect
Target sequence (P15917 whole entry, looked up): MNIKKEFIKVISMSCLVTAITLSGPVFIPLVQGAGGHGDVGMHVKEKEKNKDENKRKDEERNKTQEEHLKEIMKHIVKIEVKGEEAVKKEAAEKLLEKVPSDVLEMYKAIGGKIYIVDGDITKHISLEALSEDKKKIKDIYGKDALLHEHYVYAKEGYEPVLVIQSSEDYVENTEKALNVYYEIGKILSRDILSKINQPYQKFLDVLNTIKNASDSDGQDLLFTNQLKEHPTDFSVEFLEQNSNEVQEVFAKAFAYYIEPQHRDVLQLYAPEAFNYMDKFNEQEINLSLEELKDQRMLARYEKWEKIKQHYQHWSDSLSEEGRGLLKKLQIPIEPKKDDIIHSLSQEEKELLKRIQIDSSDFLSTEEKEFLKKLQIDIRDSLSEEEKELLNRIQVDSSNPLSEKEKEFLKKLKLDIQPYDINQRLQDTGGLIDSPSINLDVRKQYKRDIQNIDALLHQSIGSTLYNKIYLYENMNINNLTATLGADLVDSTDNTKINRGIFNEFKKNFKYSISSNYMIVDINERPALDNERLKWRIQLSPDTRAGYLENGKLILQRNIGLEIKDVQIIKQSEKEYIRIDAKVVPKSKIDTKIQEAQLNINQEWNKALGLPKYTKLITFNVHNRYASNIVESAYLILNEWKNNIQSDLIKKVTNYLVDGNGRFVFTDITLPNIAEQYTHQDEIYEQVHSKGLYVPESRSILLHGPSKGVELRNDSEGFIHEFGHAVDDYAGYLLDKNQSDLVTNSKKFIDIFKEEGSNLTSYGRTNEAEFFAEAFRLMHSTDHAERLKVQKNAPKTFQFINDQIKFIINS
SSB-PriA inh: inhibitors of Klebsiella pneumoniae PriA binding to SSB C-terminal tail, primary screen, biochemical, AlphaScreen | 430,000 tested, 0.6% active | PriA–SSB C-terminal tail interaction (Klebsiella pneumoniae) | AlphaScreen SSBct-PriA binding, biotinylated peptide | inhibition, % at 33 µM; in the data active = inhibition mostly above about 37%, no sharp cut-off; inactive = mostly below about 20%;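 also: plate controls were negative control peptide for no effect and reference peptide for full effect; strong numbers were not always called active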
BoNT A protease: BoNT/A light chain protease inhibitors, primary screen, biochemical, flow cytometry, MLPCN library; Botulinum neurotoxin type A light chain protease (Clostridium botulinum A str. ATCC 3502); multiplex microsphere protease substrate cleavage; inhibition, % at 10 µM; 360,000 tested, 0.17% active; also: plate controls were buffer without enzyme for full effect and enzyme alone for no effect
Vc quorum ag: inducers of Vibrio cholerae quorum light production without autoinducers, primary screen, BH1578 luxS cqsA deficient, single point. V. cholerae BH1578 lux reporter, luminescence, 6 h. activation, % at 18.7 µM. 350,000 tested, 0.16% active; in the data active = activation mostly above about 9.7%, no sharp cut-off; inconclusive = no clear call, values can overlap the other calls; inactive = mostly below about 3.7%; also: not every result past the cut was called active; inactives centre near 0; reference of the scale not given here
Yp Topo-I inh: Yersinia pestis topoisomerase I inhibitors, primary screen, biochemical, cleavage product accumulation, plate reader, single point; Y. pestis Topo-I cleavage product accumulation; activity, % at 10 µM; 360,000 tested, 0.064% active; in the data active = activity above about 50%, passing the limit was not always enough; inconclusive = no clear call, values can overlap the other calls; also: inactives centre near 2
VHR inh abs: VHR1 phosphatase inhibitors, primary screen, biochemical, absorbance, uHTS. Dual specificity protein phosphatase 3 (Homo sapiens), P51452. recombinant VHR phosphatase, pNPP absorbance. inhibition, % at 13.3 µM. 290,000 tested, 0.52% active. AID 1654, 2009; in the data active = inhibition above about 50%; also: some compounds called inactive have numbers as strong as hits
Target sequence (P51452 whole entry, looked up): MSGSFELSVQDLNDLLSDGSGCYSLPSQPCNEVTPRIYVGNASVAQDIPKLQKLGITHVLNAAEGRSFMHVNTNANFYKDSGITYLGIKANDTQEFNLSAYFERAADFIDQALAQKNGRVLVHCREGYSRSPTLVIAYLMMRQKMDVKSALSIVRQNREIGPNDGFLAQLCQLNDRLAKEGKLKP
TcdB GH inh: TcdB glycohydrolase inhibitors, primary screen, biochemical, single point, plate reader; TcdB glycohydrolase enzymatic assay; inhibition, % at 9.99 µM; 350,000 tested, 0.24% active; in the data active = inhibition above about 10%
PfHsp40 rescue: rescue of yeast from PfHsp40 toxicity, primary screen, S. cerevisiae, ATP luminescence. S. cerevisiae expressing PfHsp40, growth rescue. growth rescue, % at 12.5 µM. 340,000 tested, 0.68% active. AID 504582, 2011; in the data active = growth rescue above about 28%, passing the limit was not always enough; inconclusive = no clear call, values can overlap the other calls;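 also: yeast W303a lacking pdr1 and pdr3 grown in galactose medium; growth measured after three days at 30 °C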
SARS 3CLpro inh: SARS-CoV 3CLpro protease inhibitors, primary screen, biochemical, quenched FRET; Replicase polyprotein 1ab (Severe acute respiratory syndrome coronavirus), P0C6X7; recombinant SARS-CoV 3CLpro, quenched FRET peptide cleavage; inhibition, % at 6 µM; 290,000 tested, 0.14% active; AID 1706, 2009; in the data active = inhibition above about 12%
Active calls of the source: *; i = inactive; ? = inconclusive; . = not tested or not shown; & = joins results of further samples. Rule as the data show it, unless noted: active = inhibition above about 30%; inconclusive = no clear call, values can overlap the other calls; inactive = below that. Only part of the results is shown; rates above refer to the full screens.

SMILES	CCHFV vOTU inh	Anthrax LF prot	SSB-PriA inh	BoNT A protease	Vc quorum ag	Yp Topo-I inh	VHR inh abs	TcdB GH inh	PfHsp40 rescue	SARS 3CLpro inh
O=C(NCCN1CCOCC1)NC1(C(F)(F)F)Oc2ccccc2O1	-5	-1	-20	-0.3	i	0	-9	.	-0.5	3
CC(OC(=O)c1ccncc1)C(=O)Nc1ccc([N+](=O)[O-])cc1Cl (stereo unspecified)	-6	-2	-18	-1.1	-0.6	0	22	4.9	-0.3	-6
NC(=O)c1ccc[n+](CC(=O)c2ccc(Cl)c(Cl)c2)c1	-11	2	22&-2	-1.4	-1.2	-8	5	0.4	-0.1	-4
Cc1ccc(S(=O)(=O)N2CCN(C(=O)c3ccccc3OCc3c(C)noc3C)CC2)cc1C	6	-2	-3	1.0	-2.1	26	.	-2.1	0.6	.
Cc1ccc2oc(/N=C(\N)NC(=O)C3CC3)nc2c1	-2	0	.	-5.4	0.2	2	4	0.4	3.7	3
CCOc1ccc(C2/C(=C(\O)c3cccc(OC)c3)C(=O)C(=O)N2c2ccccn2)cc1OC (stereo unspecified)	3	-10	.	2.9	-0.7	0	5	0.1	0.2	1
O=C(CCN1CCCCC1)c1ccc2c(c1)OCO2	3	2	-9	0.2	.	9	17	.	-0.2	1
C(=C\c1nccc2c1[nH]c1ccccc12)/c1ccccc1	-29	-1	-11	5.7	-0.5	-23	9	1.2	1.4	-1
CC1(C(=O)Nc2ccc3ccccc3c2)CCC(=O)N1C1CC1 (stereo unspecified)	12	-5	.	-0.8	.	.	.	0.6	.	.
COc1ccc(CN2C[C@@H](CO)O[C@@H](n3cnc4c(NCc5ccc(F)cc5)ncnc43)C2)cc1	-2	0	.	0.2	-0.5	9	.	2.1	.	.
CC(C)CNC(=S)N(CCO)Cc1cc2cc3c(cc2[nH]c1=O)OCO3	-23	-6	-8	-3.2	-0.1	2	44	1.5	-1.7	2
COc1ccc(C2/C(=C(\O)c3ccc4c(c3)OCCO4)C(=O)C(=O)N2CCCN(C)C)cc1 (stereo unspecified)	6	3	.	1.3	-8.3	-4	26	.	-0.2	4
COc1ccc(N2CCN(Cc3nc4ccccc4c(=O)[nH]3)CC2)cc1	3	-2	0	-0.1	-1.8	0	4	.	?	3
Cc1c(Cl)cccc1NC(=O)COc1ccc(S(=O)(=O)N2CCOCC2)cc1	-2	-2	-8	-0.2	-0.2	4	-4	.	-0.9	1
Cc1c(NC(=O)COC(=O)C23CC4CC(CC(O)(C4)C2)C3)c(=O)n(-c2ccccc2)n1C	-4	2	-5	-0.5	i	13	9	1.7	0.1	5
Cn1c(=O)c2[nH]c(CCCCCc3nc4ccccc4[nH]3)nc2n(C)c1=O	8	-4	1	-0.6	-0.1	5	.	2.3	.	.
CCCCC(CC)C1OCC(CN2CCCCC2)O1 (stereo unspecified)	-13	-10	-7	-8.0	-0.8	-4	8	0.6	-0.2	7
CC(C)c1ccc(S(=O)(=O)c2nnn3c2nc(N2CCCCC2)c2ccccc23)cc1	8	-1	-3	-1.3	-0.2	7	16	.	-0.2	3
COc1ccccc1NC(C)C(=O)N/N=C/c1cccs1 (stereo unspecified)	-1	-4	.	-1.0	-0.2	9	6	0.2	-0.9	4
COc1ccc(NC(=O)N(C)C[C@H]2Oc3ccc(NS(=O)(=O)c4ccc(OC)cc4)cc3C(=O)N([C@H](C)CO)C[C@@H]2C)cc1	-16	-1	7	0.1	0.3	31	.	0.4&-4.3	-1.0	.
COc1cc2c(cc1OC)CN(C(=S)Nc1c(C)cccc1C)CC2	0	1	-17	-0.6	i	-1	0	.	-1.8	1
COC(=O)CC1C(=O)NCCN1C(=O)c1ccccc1 (stereo unspecified)	7	-2	-3	-0.2	5.0	2	12	.	0.0	-1
CCCCn1c(SCC(=O)NCC2CCCO2)nc2ccc(N3CCOCC3)cc2c1=O (stereo unspecified)	-5	0	3	-3.9	-12	13	6	.	-0.1	-1
CC12CCC(=O)C=C1C=CC1C2CCC2(C)C(O)CCC12 (stereo unspecified)	-3	-6	-9	-0.6	i	8	.	0.2	-0.7	.
CC(C)[C@H](NC(=O)c1c(F)cccc1F)C(=O)OCC(=O)NC(=O)NC1CCCC1	2	-2	-10	0.8	-0.4	0	14	0.3	-0.4	0
COc1ccc(-c2noc(CCC(=O)NCCc3ccccc3)n2)cc1OC	0	-6	-6	-3.7	i	1	32	2.9	0.6	-1
O=C(CNS(=O)(=O)c1ccc(Br)cc1)N1CCN(Cc2ccccc2)CC1	-4	2	1	2.9	-0.2	28	7	-0.1	-0.3	3
COc1ccc(CC(=O)OCC(=O)NCc2ccco2)cc1	10	-4	-10	-1.0	-1.8	2	.	4.5	-0.9	.
CC(Oc1ccccc1)C(=O)N1CCC2(CC1)Oc1ccc(F)cc1C(=O)C21CC(c2cccnc2)=NO1 (stereo unspecified)	15	1	4	-0.1	0.0	-11	.	0.4	-0.7	.
Cc1nn(C(=O)CNS(=O)(=O)c2ccccc2)c(C)c1Sc1ccc(Cl)cc1	7	-2	-17&-3	-1.4	-0.1	47	-13	.	6.8	-2
CC(C)CN(C(=O)COC(=O)C1c2ccccc2Oc2ccccc21)C1CCS(=O)(=O)C1 (stereo unspecified)	-6	-3	-1	0.0	i	31	9	.	0.1	-2
CC(C)CNC(=O)c1cnn2c(C(F)(F)F)cc(C(F)(F)F)nc12	-3	?	-2	-4.5	-0.4	4	10	1.3	.	3
O=C(CO/N=C/c1ccccc1OC(F)F)NCc1cccs1	1	0	.	-0.6	-0.1	-6	1	.	-0.2	-2
Cc1ccc(C)c(NC(=O)NNC(=O)c2ccc3ccccc3c2O)c1	-11	.	-8	.	0.3	3	10	-2.3	1.0	4
Cc1cc(C)cc(NC(=S)N2CCN(S(=O)(=O)c3ccccc3)CC2)c1	6	6	-5	0.7	-0.7	14	4	0.5	-0.5	2
COc1ccc(OC)c(CC(=O)N(C)C2CCCN(Cc3ccccc3F)C2)c1 (stereo unspecified)	-6	18	-1	5.7	-0.3	3	1	1.2	-0.4	1

One compound at a time, from the list above. Values in the order: CCHFV vOTU inh, Anthrax LF prot, SSB-PriA inh, BoNT A protease, Vc quorum ag, Yp Topo-I inh, VHR inh abs, TcdB GH inh, PfHsp40 rescue, SARS 3CLpro inh
CC(C)CNC(=O)c1cnn2c(C(F)(F)F)cc(C(F)(F)F)nc12 as listed: -3, ?, -2, -4.5, -0.4, 4, 10, 1.3, ., 3
Cc1nn(C(=O)CNS(=O)(=O)c2ccccc2)c(C)c1Sc1ccc(Cl)cc1 as listed: 7, -2, -17&-3, -1.4, -0.1, 47, -13, ., 6.8, -2
Cc1ccc(C)c(NC(=O)NNC(=O)c2ccc3ccccc3c2O)c1 as listed: -11, ., -8, ., 0.3, 3, 10, -2.3, 1.0, 4
CC(C)CN(C(=O)COC(=O)C1c2ccccc2Oc2ccccc21)C1CCS(=O)(=O)C1 (stereo unspecified) as listed: -6, -3, -1, 0.0, i, 31, 9, ., 0.1, -2
COc1ccc(OC)c(CC(=O)N(C)C2CCCN(Cc3ccccc3F)C2)c1 (stereo unspecified) as listed: -6, 18, -1, 5.7, -0.3, 3, 1, 1.2, -0.4, 1

In another format: entries from further up.
| molecule | CCHFV vOTU inh | Anthrax LF prot | SSB-PriA inh | BoNT A protease | Vc quorum ag | Yp Topo-I inh | VHR inh abs | TcdB GH inh | PfHsp40 rescue | SARS 3CLpro inh |
| --- | --- | --- | --- | --- | --- | --- | --- | --- | --- | --- |
| O=C(CNS(=O)(=O)c1ccc(Br)cc1)N1CCN(Cc2ccccc2)CC1 | -4 | 2 | 1 | 2.9 | -0.2 | 28 | 7 | -0.1 | -0.3 | 3 |
| COc1ccc(CC(=O)OCC(=O)NCc2ccco2)cc1 | 10 | -4 | -10 | -1.0 | -1.8 | 2 | . | 4.5 | -0.9 | . |
| CC(Oc1ccccc1)C(=O)N1CCC2(CC1)Oc1ccc(F)cc1C(=O)C21CC(c2cccnc2)=NO1 (stereo unspecified) | 15 | 1 | 4 | -0.1 | 0.0 | -11 | . | 0.4 | -0.7 | . |
| Cc1nn(C(=O)CNS(=O)(=O)c2ccccc2)c(C)c1Sc1ccc(Cl)cc1 | 7 | -2 | -17&-3 | -1.4 | -0.1 | 47 | -13 | . | 6.8 | -2 |

Further entries follow.
SMILES	CCHFV vOTU inh	Anthrax LF prot	SSB-PriA inh	BoNT A protease	Vc quorum ag	Yp Topo-I inh	VHR inh abs	TcdB GH inh	PfHsp40 rescue	SARS 3CLpro inh
CCOc1ccc(/C=N/NC(=O)c2ccncc2)cc1OC	27	-1	.	-0.1	-5.9	1	.	-2.8	.	.
Cc1cccc(Nc2nnc(SC(C)C(=O)NC3CC3)s2)c1 (stereo unspecified)	10	-9	-4	2.1	i	9	.	1.5	0.8	.
Cc1ccc2sc(NC(=O)c3cccc(N4C(=O)CCC4=O)c3)nc2c1C	4	-3	-5	0.8	-0.2	-3	-8	1.0	0.0	1
O=c1[nH]c(=O)n(Cc2ccc(F)cc2)c(O)c1C=NCc1cccnc1	3	1	2	0.6	i	6	29	0.6	0.0	0
O=C(Nc1ccccc1Cl)c1cc(=O)c2ccccc2o1	-3	-2	-3	-2.6	-0.4	2	6	-0.8	0.7	1
CN(C)S(=O)(=O)c1cccc(C(=O)Nc2cc(S(=O)(=O)N3CCOCC3)ccc2O)c1	9	-1	5	1.3	-0.9	0	.	4.6	-2.1	.
Cc1ccc(-c2nnn(Cc3nc4ccccc4s3)n2)cc1	18	2	-40	4.6	i	15	-1	.	-0.5	-4
CCOC(=O)C(=O)Nc1cc(Cl)ccc1C	3	-4	-7	0.6	4.8	-2	-7	.	0.2	6
CCOC(=O)Nc1ccc(C(=O)c2ccncc2)cc1	4	-4	-9	-1.6	0.4	-12	18	2.0	-0.2	3
O=C(CSc1ncn[nH]1)c1ccco1	7	0	-14	-0.1	i	-5	33	0.1	-1.4	-2
CN(CC(=O)N1CCC(C(N)=O)CC1)S(=O)(=O)c1ccc2ccccc2c1	-10	8	1	0.1	i	5	10	0.1	5.1	-3
CC(=O)CC(=O)Nc1ccc(Cl)cn1	-3	0	-12	0.0	-0.4	-9	2	-1.5	0.7	5
COc1ccc2cc3c(N)nn(C(=O)Cc4ccccc4OC)c3nc2c1	2	-2	2	0.1	-0.2	24	32	0.7	1.8	-5
COC(=O)Cn1c(C)nc2c(sc3nc(C)cc(C)c32)c1=O	.	4	-7	0.0	0.8	1	-1	.	1.5	-11
CCn1ccnc1CNCc1ccc(OCC(O)CN(C)Cc2ccccc2)cc1 (stereo unspecified)	10	-5	0	-2.4	-0.8	8	13	1.6	-0.2	5
Cc1onc(-c2ccccc2Cl)c1C(=O)NCc1ccc(N2CCCC2=O)cc1	5	-2	2	1.0	-5.9	2	3	.	-1.2	-4
Cc1cc(CN2CCCC(CNC(=O)c3ccc(F)cc3)C2)cc(C)c1O (stereo unspecified)	-9	-2	-17	0.1	i	33	30	0.2	-1.4	-2
COC(=O)c1sccc1NC(=O)c1cc(-c2ccc(C)cc2)nc2ccccc12	7	0	-6	0.5	-0.5	-3	14	.	0.0	-6
COc1ccccc1N1CCN(C2CCCCC2NS(=O)(=O)c2ccc(Cl)cc2)CC1 (stereo unspecified)	.	0	4	0.0	i	16	7	.	-1.1	7
